Assay outcomes deposited in PubChem BioAssay by several laboratories.
Shn3 inh set2: inhibitors of Schnurri-3 3'UTR reporter in osteoblasts; Clone20 osteoblast Shn3 3'UTR firefly luciferase, 24 h; AID 588674; inhibition, % at 12.5 µM; 360,000 compounds, 0.52% hits;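 active = mean inhibition of at least 75% with every replicate also reaching 75%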;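 also: 0% = median of neutral control wells and 100% = pilot-screen positive control compound; some compounds past the cut are filed as inactive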
PDI inh: blocks human protein disulfide isomerase activity. P07237. PDI insulin aggregation turbidity, A650, 90 min. inhibition, % at 10 µM. 350,000 compounds, 0.052% hits. AID 588391;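 active = mean inhibition across replicates of 30% or more, whatever share of single replicates reach that level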;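 also: absorbance from insulin aggregation driven by PDI reduction with DTT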
Target sequence (P07237 whole entry, looked up): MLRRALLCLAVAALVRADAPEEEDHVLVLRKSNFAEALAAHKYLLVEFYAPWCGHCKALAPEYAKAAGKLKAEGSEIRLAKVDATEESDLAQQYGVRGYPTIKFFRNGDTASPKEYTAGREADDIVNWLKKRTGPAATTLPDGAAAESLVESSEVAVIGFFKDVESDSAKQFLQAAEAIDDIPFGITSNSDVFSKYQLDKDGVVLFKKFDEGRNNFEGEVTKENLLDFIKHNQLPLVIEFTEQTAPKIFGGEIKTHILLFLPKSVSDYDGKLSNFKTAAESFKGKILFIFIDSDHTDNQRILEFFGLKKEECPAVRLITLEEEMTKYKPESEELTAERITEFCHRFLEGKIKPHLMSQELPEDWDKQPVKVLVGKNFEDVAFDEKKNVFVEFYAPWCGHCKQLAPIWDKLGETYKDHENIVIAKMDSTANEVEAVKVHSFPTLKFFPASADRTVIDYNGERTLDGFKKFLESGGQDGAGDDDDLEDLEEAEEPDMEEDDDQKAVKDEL
Peg3 prom inh: Peg3 promoter activity inhibition. HeLa PEG-Prom luciferase reporter, luminescence, overnight. inhibition, % at 20 µM. 360,000 compounds, 1.7% hits. AID 588405;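 active = inhibition of at least 50% at 20 µM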
m5-HT2A agonist: activates the mouse 5-HT2A serotonin receptor | P35363 | CHO-K1 mHTR2A beta-arrestin complementation, luminescence; percent of 30 µM serotonin response | activation, % at 7.6 µM | 360,000 compounds, 0.66% hits | AID 624169;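 active = activation above a run cutoff, the mean activation of all tested compounds plus 3 SD, cut at about 14% in these data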;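 also: 0% = plate median of compound wells and 100% = 30 µM serotonin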
Cardio protect: modulators protecting cardiomyocytes from myocardial damage; H9c2 cardiomyocytes, H2O2 injury protection, ATPLite, 2 h; protection from H2O2 cell death, % at 20 µM; 360,000 compounds, 0.63% hits; AID 588492;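 active = compounds giving at least 50% protection of heart cells from peroxide-induced death in the single-dose screen, raw or plate-pattern-corrected value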;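 also: 0% = DMSO wells with peroxide and 100% = DMSO wells without peroxide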
MITF TRPM1 inh: inhibitors of MITF-driven TRPM1 promoter in melanoma cells; SK-MEL-5 TRPM1 promoter luciferase, 24 h; inhibition, % at 12.5 µM; 330,000 compounds, 0.83% hits; AID 488899;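 active = mean inhibition across replicates of 60% or more, whatever share of single replicates reaches that level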; also: values of inactives mirror those of a sister screen read the other way
HIF-2a block: inhibitors of HIF-2a; 786-0 RCC cells HIF-2a reporter, luciferase luminescence, overnight; inhibition, % at 18.8 µM; 360,000 compounds, 0.72% hits; AID 624352;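 active = inhibition of the luminescence signal of 40% or more relative to plate controls, in a single-dose primary screen at 18.75 µM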
NR2E3 ag-1: NR2E3 (human) agonism; Q9Y5X4; GST-NR2E3/biotin-RetCOR TR-FRET, 1536-well; inhibition of corepressor binding, % at 4.78 µM; 320,000 compounds, 0.12% hits; AID 2300;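 active = percent inhibition above the cutoff of mean plus 3 SD of all tested compounds, set per screening campaign, cut at about 20% in these data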;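 also: 0% = DMSO wells and 100% = biotin wells as full block of FRET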
Target sequence (Q9Y5X4 whole entry, looked up): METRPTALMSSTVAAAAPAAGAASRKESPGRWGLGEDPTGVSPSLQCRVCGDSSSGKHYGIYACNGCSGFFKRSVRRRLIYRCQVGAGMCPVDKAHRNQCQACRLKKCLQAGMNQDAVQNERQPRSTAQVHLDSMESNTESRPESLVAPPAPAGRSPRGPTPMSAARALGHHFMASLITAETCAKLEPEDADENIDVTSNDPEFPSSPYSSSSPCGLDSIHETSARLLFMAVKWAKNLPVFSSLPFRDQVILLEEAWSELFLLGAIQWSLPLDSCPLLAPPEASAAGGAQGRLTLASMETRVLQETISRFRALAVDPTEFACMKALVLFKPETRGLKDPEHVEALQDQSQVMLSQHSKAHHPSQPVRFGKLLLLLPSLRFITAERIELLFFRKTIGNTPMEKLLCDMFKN
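Material – GST-tagged NR2E3 plus biotinylated RetCOR corepressor · Quantity – NR2E3 fusion 1.35 nM · Times – 5 h incubation at 4 °C · Medium – pH 7.5 Tris-based buffer · Technique – TR-FRET, Eu(K)-anti-GST donor, streptavidin-D2 acceptor, ex 340, em 617/671 nm · Benchmarks – high control biotin, low control 0.6% DMSO · Format – 1536-well plates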
iPSC survival up: enhancers of human iPSC single-cell survival; hiPSC single-cell survival, ATPlite luminescence; 100% = ROCK inhibitor wells, 0% = DMSO; survival enhancement, % at 20 µM; 360,000 compounds, 0.044% hits; AID 602274; in the data active = survival enhancement above about 18%;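 also: cells exposed to compounds for 16 hours before the ATP read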
NR2E3 ag-2: human photoreceptor-specific nuclear receptor agonism | CHO-S Gal4-NCOR/VP16-NR2E3 two-hybrid, luciferase | inhibition of corepressor binding, % at 3.98 µM | 360,000 compounds, 0.35% hits | AID 602229;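 active = inhibition above the mean of all tested compounds plus 3 SD, cut at about 70% in these data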;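 also: 0% = DMSO with NR2E3 transfected cells and 100% = cells lacking NR2E3 construct; higher means lower luciferase signal from less NR2E3 corepressor binding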
CaV13 ICDI inh: Disruptors of the CACNA1D IQ motif to Ca2+-dependent inactivation inhibitor domain association, primary screening, Förster resonance energy transfer in intact living … | HEK cells, CFP/YFP FRET ICDI-IQ, plate reader, 10 min; percent FRET-ratio fall versus neutral wells | inhibition, % at 12.3 µM | 340,000 compounds, 0.098% hits;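 active = mean replicate inhibition of at least 30% and at least 1% of replicates passing that level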;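 also: 0% = median of the neutral control wells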
An asterisk follows results filed as active.

`Cc1cc(OC(C)C(=O)NCc2cccnc2)c2c(C)c(Cc3ccccc3)c(=O)oc2c1` (centres undefined) gave Shn3 inh set2 28, PDI inh 5, Peg3 prom inh 11, m5-HT2A agonist 9, Cardio protect 1, MITF TRPM1 inh 2, HIF-2a block 0, NR2E3 ag-1 -3, iPSC survival up -0.6, NR2E3 ag-2 -40 and CaV13 ICDI inh -3.
CCOC(=O)c1c(N)c(C#N)cn1-c1ccccc1 was read as Shn3 inh set2 -6, PDI inh 1, Peg3 prom inh -8, m5-HT2A agonist 1, Cardio protect 5, MITF TRPM1 inh -3, HIF-2a block -23, NR2E3 ag-1 0, iPSC survival up -1.1, NR2E3 ag-2 -8 and CaV13 ICDI inh -9.
For Cc1ccc2ccc(S(=O)(=O)NCc3ccccn3)cc2c1 the results were Shn3 inh set2 11, PDI inh -6, Peg3 prom inh -98, m5-HT2A agonist 1, Cardio protect -8, MITF TRPM1 inh -34, HIF-2a block -136, NR2E3 ag-1 1, iPSC survival up -0.5, NR2E3 ag-2 -23 and CaV13 ICDI inh -3.
Cc1cccc(-c2ccc3c(c2)C2CC3CCN2Cc2ccc3c(c2)OCO3)c1 (centres undefined) was read as Shn3 inh set2 -22, PDI inh 1, Peg3 prom inh -13, m5-HT2A agonist -4, Cardio protect -13, MITF TRPM1 inh -6, HIF-2a block -4, iPSC survival up 0.8, NR2E3 ag-2 -19 and CaV13 ICDI inh -6.
`Cc1nc2ccccc2c2oc(C(=O)NCCN3CCCCC3C)cc12` (centres undefined) gave Shn3 inh set2 8, Peg3 prom inh 6, m5-HT2A agonist 1, Cardio protect 24, MITF TRPM1 inh -2, HIF-2a block 13, NR2E3 ag-1 3, iPSC survival up 5.2, NR2E3 ag-2 -36 and CaV13 ICDI inh -7.
Screening Cc1nc2ncnn2c(Nc2ccc3c(c2)OCO3)c1Cc1ccccc1 returned Shn3 inh set2 13, PDI inh 0, Peg3 prom inh 14, m5-HT2A agonist 0, Cardio protect -4, MITF TRPM1 inh -4, HIF-2a block 20, NR2E3 ag-1 -2, iPSC survival up -1.6, NR2E3 ag-2 -22 and CaV13 ICDI inh -11.
Screening CC(C)CN(C(=O)CSc1nnc(-c2cccs2)n1C1CC1)C1CCS(=O)(=O)C1 (centres undefined) returned Shn3 inh set2 -22, PDI inh -1, Peg3 prom inh 0, m5-HT2A agonist -6, Cardio protect 0, HIF-2a block 0, iPSC survival up -0.4, NR2E3 ag-2 -1 and CaV13 ICDI inh -12.
`COC(=O)c1cccc(Nc2ncnc3ccc(C)cc23)c1` gave Shn3 inh set2 12, PDI inh -1, Peg3 prom inh -10, m5-HT2A agonist 4, Cardio protect 9, MITF TRPM1 inh 7, HIF-2a block -47, NR2E3 ag-1 -3, iPSC survival up 1.1, NR2E3 ag-2 -24 and CaV13 ICDI inh -8.
For CCSc1nnc(NC(=O)CSc2nnc(CNC(=O)c3ccc(OC)c(OC)c3)o2)s1 the results were Shn3 inh set2 19, PDI inh -14, Peg3 prom inh 1, m5-HT2A agonist 2, Cardio protect 3, MITF TRPM1 inh 14, HIF-2a block -4, NR2E3 ag-1 2, iPSC survival up -0.5, NR2E3 ag-2 -6 and CaV13 ICDI inh -3.
COCCC(=O)N1CCC(Oc2ccc(C(=O)N3C[C@@H](C)O[C@@H](C)C3)cc2)CC1 was read as Shn3 inh set2 -9, PDI inh 4, Peg3 prom inh 4, m5-HT2A agonist 4, Cardio protect 2, MITF TRPM1 inh -12, HIF-2a block -22, iPSC survival up -0.4, NR2E3 ag-2 -24 and CaV13 ICDI inh -6.
`CCN(C(=O)CSc1nc2ccccc2[nH]1)C1CCS(=O)(=O)C1` (centres undefined) gave Shn3 inh set2 0, PDI inh -3, Peg3 prom inh -5, m5-HT2A agonist -1, Cardio protect 3, MITF TRPM1 inh -1, HIF-2a block -13, iPSC survival up 2.0, NR2E3 ag-2 15 and CaV13 ICDI inh -2.
Screening Cc1ccccc1-n1c(C)c(C#N)c(=O)c(-[n+]2ccccc2)c1[S-] returned Shn3 inh set2 2, PDI inh 0, Peg3 prom inh 15, m5-HT2A agonist -3, Cardio protect 12, MITF TRPM1 inh 2, HIF-2a block 11, NR2E3 ag-1 1, iPSC survival up 1.6, NR2E3 ag-2 -20 and CaV13 ICDI inh -5.
O=C(C1CCN(S(=O)(=O)c2cccs2)CC1)N1CCN(c2ccccc2O)CC1 was read as Shn3 inh set2 9, PDI inh 8, Peg3 prom inh 6, m5-HT2A agonist -1, Cardio protect 10, MITF TRPM1 inh -6, HIF-2a block -16, NR2E3 ag-1 2, iPSC survival up -0.1, NR2E3 ag-2 -4 and CaV13 ICDI inh -16.
`COc1nc(=O)n(C2CCCO2)cc1C` (centres undefined) gave Shn3 inh set2 49, PDI inh 8, Peg3 prom inh 7, m5-HT2A agonist 5, Cardio protect 4, MITF TRPM1 inh -4, HIF-2a block -6, iPSC survival up 0.8, NR2E3 ag-2 9 and CaV13 ICDI inh -14.
For O=C(C1CCN(C2CCN(Cc3ccc4cc(F)ccc4n3)CC2)CC1)N1CCCC1 the results were Shn3 inh set2 14, PDI inh 15, Peg3 prom inh 5, m5-HT2A agonist 2, Cardio protect 2, MITF TRPM1 inh 10, HIF-2a block 5, NR2E3 ag-1 3, iPSC survival up -1.0, NR2E3 ag-2 8 and CaV13 ICDI inh -4.
`CC1CCCCC1NC(=O)CCCCCn1c(=S)[nH]c2ccccc2c1=O` (centres undefined) gave Shn3 inh set2 27, PDI inh -11, Peg3 prom inh 8, m5-HT2A agonist 5, Cardio protect 2, MITF TRPM1 inh 5, HIF-2a block 26, NR2E3 ag-1 -1, iPSC survival up -0.5, NR2E3 ag-2 13 and CaV13 ICDI inh -9.
Screening O=C(Nc1ccn(CCCN2CCN(c3ccccn3)CC2)c(=O)n1)OCc1ccccc1 returned Shn3 inh set2 -10, PDI inh 5, Peg3 prom inh -6, m5-HT2A agonist 7, Cardio protect -5, MITF TRPM1 inh -5, HIF-2a block 7, iPSC survival up -1.0, NR2E3 ag-2 -7 and CaV13 ICDI inh -6.
CC(C)(C)n1nnnc1C(c1ccc(C(F)(F)F)cc1)N(Cc1ccc(F)cc1)Cc1ccco1 (centres undefined) was read as Shn3 inh set2 89*, PDI inh 0, Peg3 prom inh -4, m5-HT2A agonist -2, Cardio protect -18, MITF TRPM1 inh 3, HIF-2a block 1, NR2E3 ag-1 -3, iPSC survival up -0.2 and NR2E3 ag-2 -7.
For COc1cc(/C=C/C(=O)O)cc(S(=O)(=O)Nc2ccccc2C(=O)NCCc2ccccc2)c1OC the results were Shn3 inh set2 -17, PDI inh -5, Peg3 prom inh -44, m5-HT2A agonist -3, Cardio protect -3, MITF TRPM1 inh 0, HIF-2a block -70, NR2E3 ag-1 0, iPSC survival up -0.1, NR2E3 ag-2 -33 and CaV13 ICDI inh -3.
Screening COc1ccc(Br)cc1/C=C/C(=O)Nc1c(C)cccc1C returned Shn3 inh set2 5, PDI inh -7, Peg3 prom inh 16, m5-HT2A agonist -5, Cardio protect 4, MITF TRPM1 inh 10, HIF-2a block 0, NR2E3 ag-1 -3, iPSC survival up -2.2, NR2E3 ag-2 -31 and CaV13 ICDI inh -4.
COc1ccc2oc(=O)c(/C(C)=N/Nc3ccccc3)cc2c1 was read as Shn3 inh set2 25, PDI inh -4, Peg3 prom inh -2, m5-HT2A agonist 4, Cardio protect 5, MITF TRPM1 inh 1, HIF-2a block -4, NR2E3 ag-1 8, iPSC survival up -1.3, NR2E3 ag-2 -3 and CaV13 ICDI inh -5.
`CCOc1ccccc1NC(=O)NCCC1=CCCCC1` gave Shn3 inh set2 5, PDI inh -31, Peg3 prom inh 5, m5-HT2A agonist 0, Cardio protect 3, MITF TRPM1 inh -10, HIF-2a block -2, NR2E3 ag-1 -1, iPSC survival up -1.4, NR2E3 ag-2 18 and CaV13 ICDI inh -5.
Screening O=C(O)CC(c1cccc([N+](=O)[O-])c1)N1Cc2ccccc2C1=O (centres undefined) returned Shn3 inh set2 -12, PDI inh 4, Peg3 prom inh 15, m5-HT2A agonist 2, Cardio protect 9, MITF TRPM1 inh -8, HIF-2a block 13, NR2E3 ag-1 5, iPSC survival up 0.8, NR2E3 ag-2 2 and CaV13 ICDI inh -3.
CCOc1cc2[nH]c(=S)n(CCCN3CCCC3=O)c(=O)c2cc1OCC was read as Shn3 inh set2 -5, PDI inh 0, Peg3 prom inh 20, m5-HT2A agonist 3, Cardio protect -3, MITF TRPM1 inh -2, HIF-2a block 14, NR2E3 ag-1 -4, iPSC survival up 7.5, NR2E3 ag-2 -13 and CaV13 ICDI inh -7.
For O=C(O)C(Cc1ccc(O)cc1)N1C(=O)c2ccccc2C1=O (centres undefined) the results were Shn3 inh set2 13, PDI inh 3, Peg3 prom inh 3, m5-HT2A agonist 0, Cardio protect 2, MITF TRPM1 inh -14, HIF-2a block 25, NR2E3 ag-1 3, iPSC survival up 0.0, NR2E3 ag-2 -24 and CaV13 ICDI inh -19.
For CCOc1ccc(NC(=O)c2nc(SCC)ncc2Cl)cc1 the results were Shn3 inh set2 -3, PDI inh -22, Peg3 prom inh 0, m5-HT2A agonist 3, Cardio protect -6, MITF TRPM1 inh -11, HIF-2a block 23, NR2E3 ag-1 2, iPSC survival up 3.6, NR2E3 ag-2 -10 and CaV13 ICDI inh -14.
CCOc1ccc(N2CC(C(=O)N3CCN(C(=O)c4ccco4)CC3)CC2=O)cc1 (centres undefined) was read as Shn3 inh set2 -15, PDI inh -7, Peg3 prom inh 5, m5-HT2A agonist 1, Cardio protect -6, MITF TRPM1 inh -13, HIF-2a block 9, NR2E3 ag-1 -3, iPSC survival up 0.7, NR2E3 ag-2 20 and CaV13 ICDI inh -4.
`COC(=O)CC1SC(=O)NC1=Nc1cccc(C)c1` (centres undefined) gave Shn3 inh set2 12, PDI inh 1, Peg3 prom inh 17, m5-HT2A agonist -5, Cardio protect 9, MITF TRPM1 inh -1, HIF-2a block 5, NR2E3 ag-1 -1, iPSC survival up 1.1, NR2E3 ag-2 -23 and CaV13 ICDI inh -3.
Screening COc1ccc(NC(=O)C(OC(=O)Cn2cnc3c2c(=O)n(C)c(=O)n3C)c2ccccc2)cc1Cl (centres undefined) returned Shn3 inh set2 2, PDI inh -8, Peg3 prom inh -33, m5-HT2A agonist -6, Cardio protect -1, MITF TRPM1 inh -8, HIF-2a block -73, iPSC survival up 0.4, NR2E3 ag-2 -6 and CaV13 ICDI inh -14.
